# Akt phos inh – blocks phosphorylation of Akt. hit rate 0.32% among 360,000. Neuro2A IGF-stimulated pAkt S473 HTRF, 20 min; stronger effect = lower value. activity change, % for hits at 50 µM; in the data active means activity change below about -80%; inconclusive means mostly about -51% to -80%; further: on the % scale 0 is the no-effect control and ±100 the full control effect
#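 Single-point screen (50 µM final compound) in Neuro2A cells stimulated 20 min with 6 nM IGF at 37 deg C. After lysis, Ser473-phosphorylated Akt read by HTRF (ex 330 nm, em 615/665 nm) as the 665/615 ratio.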
# CCT chaperon mod – cytosolic chaperonin activity modulation; purified chaperonin ATPase assay, HTRF ADP detection, 30 min; activity change, % (no concentration beside the values), hits read low; hit rate 0.3% among 360,000; AID 651819; in the data active means activity change below about -30%; further: on the % scale 0 is the no-effect control and ±100 the full control effect
#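 TRiC (40 or 20 nM final, by batch activity) in 30 mM Tris pH 7.4, 100 mM KCl, 5 mM MgCl2, 1 mM DTT was treated with compound at 76 uM single dose, then 10 uM ATP, 30 min at 37 °C. ADP was read by HTRF Transcreener.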
# D3 antag – antagonists of human D3 dopamine receptor | max response, negative = inhibition, % | P35462 | D3R cells, DiscoveRx beta-arrestin luminescence, antagonist mode; stronger effect = lower value | hit rate 2.5% among 360,000; in the data active means max response below about -50%; inconclusive means no clear call, values can overlap the other calls; further: on the % scale 0 is the no-effect control and ±100 the full control effect; mostly tested at two doses, the higher about 12 µM
#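 Cells plated overnight at 1500 cells/well, then exposed to library compounds with dopamine controls for 90 minutes at 37 degrees C. DiscoveRx reagent added for 30–60 minutes at room temperature; luminescence read, quantitative HTS format.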
# DRD3 agonist – D3 dopamine receptor (human) agonism | max activation, % | P35462 | hit rate 0.58% among 410,000 | D3R DiscoveRx beta-arrestin cells, luminescence, 90 min; in the data active means max activation above about 30%; further: 0% is about no effect; mostly tested at two doses, the higher about 12 µM
#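 Agonist-mode cell screen: cells plated at 1500/well and incubated overnight at 37 °C, then exposed to library compounds for 90 min at 37 °C. Detection reagent was added for 30–60 min at room temperature, and luminescence was read.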
# PTHR1 ag – agonists of human PTHR1 parathyroid hormone receptor. Q03431. HEK293 GP2 PTHR1 cells, GloSensor cAMP luminescence, 1 h. Potency, µM (top dose mostly 115 µM), without a hit: at the highest dose activation, usual class: activators. hit rate 0.075% among 410,000. AID 743266; further: potency means the concentration at half of the fitted maximal effect; nearly all actives have a fitted effect of over 55% in size; some results filed as inactive show a strong effect at the top dose; inactives centre near -15; many of its hits are not listed in these tables
#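 HEK-293-derived GP2 cells expressing PTHR1 and a GloSensor cAMP reporter, 3,000/well, plated overnight, given luciferin plus IBMX (each 0.5 mM as added) for 1 h at 37 °C, then compound for 1 h at 37 °C. Luminescence was read after 15 min at room temperature.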
# Mm-Cpn inhibitor – inhibitors of Methanococcus maripaludis chaperonin (MmCpn); purified Mm-Cpn ATPase, ADP Transcreener TR-FRET; Potency, µM (titrated, usually from 76.9 µM), for the others: at the highest dose activity, negative = inhibition, actives largely listed as inhibitors; hit rate 0.031% among 330,000; further: potency means the concentration at half of the fitted maximal effect; on the % scale 0 is the no-effect control and ±100 the full control effect; nearly all actives have a fitted effect of over 80% in size
#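 Purified archaeal Mm-CPN (25nM final) preincubated 10 min at 37degC with compound, then 10uM ATP for 30 min at 37degC; ADP measured by HTRF Transcreener TR-FRET; buffer 30 mM TRIS pH 7.4, 100mM KCl, 5mM MgCl2, 1mM DTT.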
# EPAC2 antag – EPAC2 (human) antagonism; hit rate 0.18% among 360,000; Potency, µM (top dose mostly 114 µM), without a hit: at the highest dose activity, negative = inhibition, hits mostly inhibitors; Q8WZA2; EPAC2 GEF exchange of Rap1B-BODIPY-GDP, fluorescence; further: potency means the concentration at half of the fitted maximal effect; on the % scale 0 is the no-effect control and ±100 the full control effect; nearly all actives have a fitted effect of over 45% in size; many of its hits are not listed in these tables
# Target sequence (Q8WZA2 whole entry, looked up): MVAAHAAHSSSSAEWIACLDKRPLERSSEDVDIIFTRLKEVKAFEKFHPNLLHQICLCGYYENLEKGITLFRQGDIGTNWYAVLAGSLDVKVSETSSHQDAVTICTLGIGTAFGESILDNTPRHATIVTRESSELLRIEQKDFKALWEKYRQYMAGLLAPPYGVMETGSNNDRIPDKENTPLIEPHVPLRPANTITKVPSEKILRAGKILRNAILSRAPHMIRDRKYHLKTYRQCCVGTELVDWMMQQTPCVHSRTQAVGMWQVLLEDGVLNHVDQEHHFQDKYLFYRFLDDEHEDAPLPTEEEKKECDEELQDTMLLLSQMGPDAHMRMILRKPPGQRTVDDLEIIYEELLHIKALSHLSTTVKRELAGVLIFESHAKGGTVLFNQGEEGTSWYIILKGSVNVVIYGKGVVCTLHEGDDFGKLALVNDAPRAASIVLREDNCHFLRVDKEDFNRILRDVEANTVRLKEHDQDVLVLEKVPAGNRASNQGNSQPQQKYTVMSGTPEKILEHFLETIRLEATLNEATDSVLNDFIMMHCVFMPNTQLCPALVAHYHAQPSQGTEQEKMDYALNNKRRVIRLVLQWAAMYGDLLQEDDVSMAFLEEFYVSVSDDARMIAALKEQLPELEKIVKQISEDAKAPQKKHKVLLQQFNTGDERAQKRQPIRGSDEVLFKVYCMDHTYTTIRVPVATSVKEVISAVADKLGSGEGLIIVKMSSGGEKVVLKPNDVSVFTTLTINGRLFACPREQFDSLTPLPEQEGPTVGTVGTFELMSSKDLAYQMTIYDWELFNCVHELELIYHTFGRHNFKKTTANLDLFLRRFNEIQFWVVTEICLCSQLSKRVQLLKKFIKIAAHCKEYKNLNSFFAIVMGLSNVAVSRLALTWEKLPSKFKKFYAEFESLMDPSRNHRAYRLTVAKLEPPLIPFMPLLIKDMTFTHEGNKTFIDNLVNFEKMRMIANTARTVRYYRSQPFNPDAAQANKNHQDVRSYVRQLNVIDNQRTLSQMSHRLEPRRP
# EPAC2 agonist – agonists of human EPAC2 (RAPGEF4). Q8WZA2. EPAC2 activation, biochemical qHTS; response scale: 100% = 6.5 mM cAMP response. Potency, µM (highest dose often 154 µM), without a hit: at the highest dose activation, hits mostly activators. hit rate 0.079% among 360,000; further: potency means the concentration at half of the fitted maximal effect; nearly all actives have a fitted effect of over 50% in size
#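 Compounds were added across a concentration range to EPAC2 (100 nM), RAP1B-BODIPY-GDP (250 nM) and GDP (50 uM). After 5 min at room temperature, fluorescence was recorded at 5-min intervals for 30 min.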
# Active calls of the source: *; i = inactive; ? = inconclusive; . = not tested or not shown; & = joins results of further samples; [ ] = remark or other dose. Unless noted, the call rests on the fitted dose curve; in most records, active means well fitted curve in the direction sought with a large enough effect; inconclusive means small, poorly fitted or top-dose-only effect, or another doubt; inactive means no such curve, though single readings can be large; an effect the other way counts as inactive or inconclusive.
canonical_smiles	D3 antag	PTHR1 ag	CCT chaperon mod	EPAC2 agonist	Akt phos inh	EPAC2 antag	Mm-Cpn inhibitor	DRD3 agonist
O=C(CN1CCN(C(=O)c2c(F)cccc2F)CC1)Nc1ccccc1C(F)(F)F	7	i	0.5	-3%	i	1%	5%	1
CC(=O)N1CCN(S(=O)(=O)c2cccc(C(=O)NC3CC3)c2)CC1	7	i	2.7	-1%	i	-4%	1%	1
Cc1cc(NC(=O)CSCC(=O)Nc2cc(Cl)ccc2N2CCN(C)CC2)no1	0	i	-2.4	1%	i	2%	0%	-1
COc1cc(/C=C\C(=O)O)cc(S(=O)(=O)N2CCCCCC2)c1OC	-7	i	1.3	12%	i	-7%	0%	-11
COc1cc(/C=C2\CCCc3c2nc2ccccc2c3C(=O)O)cc(Br)c1O	-10	-24%	0.3	3%	i	9%	-4%	1
COc1ccc(CNC(=O)CN(c2ccc(C)cc2)S(=O)(=O)c2c(C)noc2C)cc1	-8	-19%	1.4	-8%	i	1%	-4%	-8&3
COc1ccc(C)cc1NC(=O)Cc1c(C(=O)O)n(C)c2ccccc12	9	i	-4.6	9%	i	-2%	1%	6
COc1ccc(S(=O)(=O)N2CCC(C(=O)NCC3CC3)CC2)cc1	3	i	-1.3	18%	i	-16%	-8%	-3
C/C(=N\NC(=O)C1CCCC1)c1ccc(Cl)cc1Cl	-3	i	0.3	4%	i	-2%	5%	-8
COc1ccc2c(C)c(CCC(=O)NC3CC3)c(=O)oc2c1	12	-20%	0.3	4%	i	2%	?	25
Cc1ccc(N=CC2=C(O)CC(c3cccc(Cl)c3)CC2=O)cc1 (configuration not stated)	0	0%	1.2	-12%	i	-24%	-1%	-1
O=C(NNC(=O)c1cccc(S(=O)(=O)Nc2ccc(Cl)cc2)c1)c1ccc(=O)[nH]c1	11	i	-0.3	1%	i	14%	-2%	-2
O=C(Nc1ccc(F)cc1F)c1cc2ncc(CCCl)cn2n1	4	i	-1.0	-1%	i	1%	1%	0
COCCN=C1NC(=O)C(CC(=O)Nc2cccc(Cl)c2C)S1 (configuration not stated)	3	i	-0.6	7%	i	-12%	-1%	1
CCOc1ccc2nc(NCCNC(=O)c3cc(OC)c(OC)c(OC)c3)c(C#N)cc2c1	9	0%	-2.1	-1%	i	-10%	-2%	4
COc1ccc(NC(=S)N(CCCN2CCCC(C)C2)Cc2cccs2)cc1 (configuration not stated)	-82*	-7%	-1.8	5%	i	0%	-2%	-21
Cc1cccc(NC(=O)CNC(=O)[C@H]2O[C@@H](n3ccc(N)nc3=O)[C@H](O)[C@@H]2O)c1C	1	-28%	0.4	11%	i	21%	.	6
O=c1c2c3c(sc2nc2n1CCCC2)CCC3	13	i	-1.6	5%	i	2%	2%	9
COc1ccccc1COC(=O)Nc1c(C)nn(C)c1Cl	14	i	-1.9	2%	i	9%	3%	6
NC(=O)[C@H]1CC2(CC(c3cccc(NC(=O)CC(c4ccccc4)c4ccccc4)c3)=NO2)CN1C(=O)CC(c1ccccc1)c1ccccc1 (some centres not stated)	-1	i	-4.2	8%	i	-25%	-8%	10

# Other results
canonical_smiles	D3 antag	PTHR1 ag	CCT chaperon mod	EPAC2 agonist	Akt phos inh	EPAC2 antag	Mm-Cpn inhibitor	DRD3 agonist
COc1ccc(NC(=O)CSc2nnnn2-c2ccccc2OC)c(OC)c1	1	-18%	-2.5	17%	i	-17%	1%	0
CC(=O)c1cccc(NC(=O)C2CCCN(S(C)(=O)=O)C2)c1 (configuration not stated)	7	-7%[57.5 µM]	0.2	0%	i	8%	2%	-2
COc1ccccc1N1CCN(C(=O)C2CCN(C(=O)c3cccc(Cl)c3)CC2)CC1	3	-24%	-0.7	5%	i	-9%	-1%	-12
CCCC(=O)Nc1sc2c(c1C#N)CCCC2	48	-5%	-0.4	12%	i	11%	0%	-11
COC(=O)c1ccccc1NC(=S)NC(NC(=O)c1ccco1)C(Cl)(Cl)Cl (configuration not stated)	12	i	-1.2	12%	.	-9%	4%	-7
O=C(CC12CC3CC(CC(C3)C1)C2)NCC(=O)N1CCc2ccccc2C1	-4	-6%[57.5 µM]	-1.8	5%	i	-10%	-2%	-5
Cc1ccc2cc3cc(C(=O)N(CC(=O)NC4CCCC4)c4cccc(C)c4C)sc3nc2c1	-19	27%[57.5 µM]	2.3	-3%	.	-2%	-7%	-24
O=C(OCc1nc2ccsc2c(=O)[nH]1)c1ccco1	-8	i	-1.3	2%	i	3%	1%	-2
Cc1cccn2c(=O)c3cc(C(=O)N4COCC4(C)C)n(Cc4ccccc4)c3nc12	2	i	1.8	-8%	i	3%	.	4
CC(C(=O)N1CCCCC1)N(C)CC(=O)Nc1ccc(Cl)cc1 (configuration not stated)	-11	-36%[inhibitor]	0.8	4%	i	-6%	0%	-1
CN(C(=O)COC(=O)c1ccc2c(c1)OCO2)C1CCS(=O)(=O)C1 (configuration not stated)	0	-6%[57.5 µM]	-3.3	10%	i	-1%	0%	-10
CCC(C)c1ccc(NC(=S)Nc2ccc(OC)cc2)cc1 (configuration not stated)	-15	-4%	-1.0	1%	i	-16%	1%	-7
Cc1ccc(CONC(=O)c2ccccc2Cl)cc1	-3	-10%	-0.7	-4%	i	2%	3%	-1
O=C(CNC(=O)OCc1ccccc1)NC1CCCCNC1=O (configuration not stated)	-1	i	1.4	-7%	i	2%	-6%	-8
N#CCCn1c(SCC(=O)Nc2ccc(N3CCOCC3)cc2)nc2ccccc21	12	-12%	0.5	-9%	i	-4%	0%	-6
Cc1ccc(S(=O)(=O)N2CCN(CC(=O)NC(=O)NCc3ccccc3)CC2)cc1C	3	2%[57.5 µM]	-2.3	-9%	i	-3%	-1%	1
COc1ccc(-c2csc(NC(=O)CN3C(=O)C4CCCCC4C3=O)n2)cc1OC (configuration not stated)	7	-31%	-0.3	1%	i	-30%	-5%	0
O=C(CN1CCN(C(=O)c2cccs2)CC1)Nc1ccc(Br)cc1	?	-15%	-7.5	-6%	i	-3%	-4%	-8
Cc1ccc(-n2[nH]c(C)c(C=Nc3ccc(S(=O)(=O)Nc4nccs4)cc3)c2=O)cc1C	-7	i	-0.3	-2%	i	14%	-1%	4
CCc1nc(C#N)c(N2CCCCC2)o1	14	-8%	-3.0	-3%	i	3%	-7%	-5

# Entries of single compounds as entered above. Order of screens: D3 antag | PTHR1 ag | CCT chaperon mod | EPAC2 agonist | Akt phos inh | EPAC2 antag | Mm-Cpn inhibitor | DRD3 agonist
# Listed for COc1ccc(-c2csc(NC(=O)CN3C(=O)C4CCCCC4C3=O)n2)cc1OC (configuration not stated) → 7 | -31% | -0.3 | 1% | i | -30% | -5% | 0
# Listed for O=C(CNC(=O)OCc1ccccc1)NC1CCCCNC1=O (configuration not stated) → -1 | i | 1.4 | -7% | i | 2% | -6% | -8
# Listed for CC(C(=O)N1CCCCC1)N(C)CC(=O)Nc1ccc(Cl)cc1 (configuration not stated) → -11 | -36%[inhibitor] | 0.8 | 4% | i | -6% | 0% | -1

# 3 entries out of the list, ordered by SMILES length, descending.
canonical_smiles	D3 antag	PTHR1 ag	CCT chaperon mod	EPAC2 agonist	Akt phos inh	EPAC2 antag	Mm-Cpn inhibitor	DRD3 agonist
Cc1ccc(-n2[nH]c(C)c(C=Nc3ccc(S(=O)(=O)Nc4nccs4)cc3)c2=O)cc1C	-7	i	-0.3	-2%	i	14%	-1%	4
Cc1cccn2c(=O)c3cc(C(=O)N4COCC4(C)C)n(Cc4ccccc4)c3nc12	2	i	1.8	-8%	i	3%	.	4
COc1ccccc1N1CCN(C(=O)C2CCN(C(=O)c3cccc(Cl)c3)CC2)CC1	3	-24%	-0.7	5%	i	-9%	-1%	-12

# Continuation:
canonical_smiles	D3 antag	PTHR1 ag	CCT chaperon mod	EPAC2 agonist	Akt phos inh	EPAC2 antag	Mm-Cpn inhibitor	DRD3 agonist
CCOC(=O)C1=NNC(C(=O)OCC)C1c1ccccc1 (configuration not stated)	19	?	-4.7	5%	i	-12%	.	2
COCC1CCCCN1C(=O)c1cccc(OC2CCN(C(=O)C3CC3)CC2)c1 (configuration not stated)	-2	i	0.4	-1%	i	-6%	-1%	-1
CC1=CC2=NC(=O)CC(C)(C(=O)N(CC(=O)NC(C)(C)C)C3CCCC3)N2C=C1 (configuration not stated)	3	i	1.1	2%	i	3%	-2%	1
Cc1ccc(-n2c(-c3c(-c4ccccc4)noc3C)n[nH]c2=S)cc1	-11	?	-1.7	6%	i	5%	2%	-27
CCOC(=O)N1CCc2c(sc3ncn(Cc4ccc(F)cc4)c(=O)c23)C1	-9	-2%	-0.1	5%	i	-17%	-1%	-5
c1ccc(C[C@H]2CNCCN2CCc2cccc3ccccc23)cc1	1	-16%	1.2	7%	i	8%	1%	-10
COc1ccc(-c2nc3c(c(SCC(=O)N4CCOCC4)n2)Cc2c(CO)cnc(C)c2O3)cc1	59	i	1.2	-1%	i	-1%	-4%	7
Cc1c(C(=O)Nc2ccccn2)oc2ccccc12	7	-15%[57.5 µM]	-1.3	14%	.	1%	0%	-1
O=C1CCSc2ccc(Cl)cc2N1Cc1cccc(Cl)c1	-25	-24%	2.5	10%	i	-1%	-1%	-4
O=C(NCCC1=CCCCC1)c1ccc(=O)oc1	-26	-21%[57.5 µM]	-2.1	9%	i	-4%	2%	-5
c1ccc(C(=NNc2nc3ccccc3s2)c2ccccn2)cc1	-13	i	1.6	16%	i	-5%	.	-7
CCCSc1ccc([C@H]2N[C@@](CC(C)C)(C(=O)OC)[C@H]3C(=O)N(CC)C(=O)[C@@H]23)cc1	6	i	1.5	4%	i	-17%	-4%	-7
O=C(CC1C(=O)N(c2ccc(Cl)cc2)C(=S)N1CCc1ccncc1)Nc1ccc(F)cc1 (configuration not stated)	3	-15%	2.9	2%	i	6%	1%	14
COCCn1c(=S)[nH]c2cc(C(=O)NCCc3ccccc3)ccc2c1=O	1	-19%	2.5	-7%	i	-3%	1%	14
COC(=O)CNC(c1ccccc1)c1cc(Br)ccc1NC(=O)OCc1ccccc1 (configuration not stated)	11	-6%	-2.7	5%	i	2%	-1%	-2

# Screens deposited in PubChem by National Center for Advancing Translational Sciences (NCATS).

# These rows are one share of the data (hit frequency here may not be typical).
